High-throughput results as filed in PubChem.
TbREL1 primary: TbREL1 inhibition, primary screen; 0.49% of 89,000 active; TbREL1 RNA ligation, FRET fluorescence; inhibition, % at 9.66 µM; AID 1117264;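 active = inhibition above the mean inhibition across all screened compounds plus 3 SD, cut at about 11% in these data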;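 note: 0% = plate median of test wells and 100% = NSC42067 control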
Target sequence (P86926 whole entry, looked up): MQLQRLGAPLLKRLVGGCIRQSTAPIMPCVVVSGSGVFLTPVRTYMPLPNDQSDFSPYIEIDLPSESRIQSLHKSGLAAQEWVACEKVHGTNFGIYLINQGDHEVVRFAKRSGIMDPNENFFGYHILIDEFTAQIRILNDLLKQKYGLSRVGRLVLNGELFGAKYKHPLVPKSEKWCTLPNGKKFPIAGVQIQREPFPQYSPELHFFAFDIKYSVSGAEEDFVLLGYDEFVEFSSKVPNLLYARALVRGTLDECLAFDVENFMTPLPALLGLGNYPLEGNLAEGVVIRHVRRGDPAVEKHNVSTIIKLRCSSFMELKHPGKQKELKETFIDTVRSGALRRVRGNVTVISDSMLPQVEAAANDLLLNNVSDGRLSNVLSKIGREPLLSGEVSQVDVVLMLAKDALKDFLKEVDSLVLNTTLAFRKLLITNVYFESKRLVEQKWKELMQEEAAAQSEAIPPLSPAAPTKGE
An asterisk follows results filed as active.

Structure	TbREL1 primary
NC(=O)CC(NC(=O)Cc1cccc2ccccc12)c1ccc(NC2CCCCCC2)c([N+](=O)[O-])c1 (configuration not stated)	1.3
CCc1ccc(/C(C)=N/NS(=O)(=O)c2ccc(OC)cc2)s1	-0.3
Nc1nnc(SCC(=O)NC23CC4CC(CC(C4)C2)C3)s1	0.7
OC1(c2ccc(Cl)cc2)CCN(Cc2nc(-c3cnccn3)no2)CC1	-0.8
COc1ccc(N(C(=O)CNC(=O)c2ccco2)C(C(=O)NCC2CCCO2)c2ccc(OC)c(OC)c2)cc1 (configuration not stated)	-3.4
COc1ccc(C2CC(c3ccco3)n3ncnc3N2)cc1 (configuration not stated)	2.6
O=C(COc1ncnc2cc(Cl)ccc12)c1ccccc1	4.3
CNc1ccc(Oc2c(F)c(F)nc(F)c2F)cc1	-5.7
O=C(c1ccccc1)N1CCN(c2ncccn2)CC1	-1.3
Cc1cnc(CNC(=O)C2(C)CCCN2CC(C)C)cn1 (configuration not stated)	0.0
COCCN1CCN(C(=O)C2CCC(=O)N(CCCc3ccccc3)C2)CC1 (configuration not stated)	1.8
CNC(=O)n1ccc(C(=O)N2CCCCC2)n1	3.8
CCN(C(=O)c1cn(C)c(=O)c2cc(OC)c(OC)cc12)c1ccccc1C	-0.1
O=C(Cn1cnc2c(cnn2-c2ccccc2)c1=O)NC1CCCC1	1.8
CC(Sc1n[nH]c(N)n1)c1nc2scc(-c3cccs3)c2c(=O)[nH]1 (configuration not stated)	-2.0
CCOc1ccc(NC(C)c2cc(Cl)ccc2O)cc1 (configuration not stated)	-3.3
O=C(c1ccc(=O)[nH]c1)N(Cc1ccco1)C1(C(=O)NC2CCCC2)CCCCC1	0.3
O=C(NCCc1ccccc1)/C(=C\c1ccccc1)NC(=O)c1ccco1	1.4
COc1ccccc1CNC(=O)COC(=O)c1cc([N+](=O)[O-])ccc1N1CCOCC1	-1.1
O=S(=O)(c1ccccc1)n1c(CN2CCOCC2)nc2ccccc21	0.7
Cn1cnnc1SCC(=O)Nc1ccc(Cl)cn1	2.6
COC(=O)C(C)Oc1ccc2c(c1)O/C(=C\c1cccc(Br)c1)C2=O (configuration not stated)	1.8
Cc1ccc(N(CC(=O)NC(C)(C)C)C(=O)CS(=O)CC(=O)Nc2ccc(F)cc2)cc1 (configuration not stated)	-0.5
O=C1/C(=C/c2cccs2)SC(=S)N1CCCC(=O)N(CCO)c1ccccc1	-1.4
CC1=C(C(=O)N(C(C)C)C(C)C)CC(CC(=O)NCc2cccc3ccccc23)C(=O)N1Cc1ccc(F)cc1 (configuration not stated)	-1.6
N#Cc1c(SCC(=O)Nc2nccs2)nc2c(c1-c1ccco1)CCCC2	2.1
CCCCN1C(=O)c2ccc(C(=O)Nc3cccnc3)cc2C1=O	0.8
CCOC(=O)c1c(C)[nH]c(C(=O)CN2CC(C)OC(C)C2)c1C (configuration not stated)	0.1
CC(C)S(=O)(=O)C1=NSC2=NC(=O)/C(=C\c3ccc(-c4cccc(C(=O)O)c4)o3)C(=N)N21	3.1
CCCOc1ccc(CN2CCOCC2)cc1OC	-1.4
O=C(NC(CSC(=O)c1ccccc1)C(=O)O)OCc1ccccc1 (configuration not stated)	-0.7
COc1ccc(NC(=O)CN2C(=O)CC(C)(C)S(=O)(=O)c3ccccc32)cc1	1.9
Cc1cccc(C)c1NC(=O)C(=O)NCc1ccccn1	-0.5
CCOC(=O)N1CCN(C(=O)c2cccc(OC)c2OC)CC1	1.1
Fc1ccc(-c2cc(-c3nnc4sc(-c5cccs5)nn34)[nH]n2)cc1	1.4
O=C(CCNS(=O)(=O)c1ccc2c(c1)CCC(=O)N2)Nc1ccc2c(c1)OCCO2	-1.7
CCSc1nnc(NC(=O)CSc2nccn2-c2cccc(C)c2C)s1	-0.8
COc1ccccc1C(O)(c1ccccc1)C(CN1CCOCC1)c1ccccc1 (configuration not stated)	-2.3
COc1ccc(CNCCCO)cc1OC	-4.4
Cc1nc(-c2ccccc2)sc1C1(C)CC(c2ccccc2F)=NO1 (configuration not stated)	3.4
COc1ccc(C(CNC(=O)c2cc(S(=O)(=O)N3CCN(c4ccccc4)CC3)ccc2Cl)N(C)C)cc1 (configuration not stated)	-3.9
CCCCOC(=O)Cn1c(=N)n(CCC)c2ccccc21	9.2
O=C(COC(=O)c1n[nH]c2ccccc12)NC(=O)NCc1ccco1	-3.1
O=C(C1CCN(S(=O)(=O)c2cnc[nH]2)CC1)N(CCc1ccccc1)Cc1ccccc1	-5.3
COc1ccccc1C(=O)Nc1nc(-c2ccc(S(=O)(=O)N3CCOCC3)cc2)cs1	2.8
C#CC(C)(CC)NC(=O)c1cc(OC)c(OC)c(OC)c1 (configuration not stated)	7.4
CC1CCCN(CC(O)COC(c2ccccc2)c2ccccc2)C1 (configuration not stated)	2.6
Cc1cc(OC(C)C(=O)NCCCN2CCCC2=O)c2c(C)c(C)c(=O)oc2c1 (configuration not stated)	0.5
COCCCn1c(C)cc(C(=O)CN2c3cccc4cccc(c34)S2(=O)=O)c1C	-3.1
Cc1ccc(O)c(NC(=O)c2cccc(NC(=O)c3ccco3)c2)c1	0.7

Next records
Structure	TbREL1 primary
Cc1ccc(Cn2ccc(NC(=O)c3cc(-c4ccco4)on3)n2)cc1	-0.1
CCOc1cc2[nH]c(=S)n(CCC(=O)N3CCc4ccccc4C3)c(=O)c2cc1OCC	-2.9
Cc1cc(OCC(=O)N(C)C)c2c(-c3ccccc3)cc(=O)oc2c1	1.0
COc1cc2c(C(=O)NCc3ccccn3)cn(CC(C)C)c(=O)c2cc1OC	-4.6
CCN(CC(=O)NCc1cccs1)C(=O)CCc1c[nH]c2ccccc12	-3.1
O=C(CSc1ncn[nH]1)N1N=C2/C(=C/c3ccco3)CCCC2C1c1ccco1 (configuration not stated)	-2.4
CCN(CC)S(=O)(=O)c1cccc(C(=O)OCc2cc(=O)n3nc(C)sc3n2)c1	0.5
O=S(=O)(NCCCCCNS(=O)(=O)c1c(F)cccc1F)c1ccc2c(c1)OCCO2	-0.4
CCC(c1nnnn1Cc1ccco1)N(Cc1cc2cc(C)cc(C)c2[nH]c1=O)CC1CCCO1 (configuration not stated)	0.5
Cc1cc(C(=O)N2CCc3ccccc3C2)on1	-0.4
CCOC(=O)c1nn(-c2ccc(F)cc2)c(=O)cc1OCC(=O)Nc1cccc(C)c1	-1.3
COc1ccc2cc(S(=O)(=O)N3CCOCC3)ccc2c1	3.0
Cc1ccc(-n2nc(C)c(C(=O)Nc3cccc(C(=O)NC4CC4)c3)n2)c(C)c1	-1.4
O=C(CC1C(=O)NCCN1Cc1cccc(F)c1)NC1CCC1 (configuration not stated)	-2.9
O=C(c1cc2ccccc2o1)N1CCN(S(=O)(=O)c2c(F)cccc2F)CC1	-2.3
CN(C)S(=O)(=O)c1ccc(NC(=O)/C=C/c2ccccc2Cl)cc1	4.9
COc1ccc(-c2cc(C(F)(F)F)nc(SCC(=O)NCc3cccs3)n2)cc1	0.2
Cc1ccc(C)c(S(=O)(=O)Nc2ccccc2C(=O)Nc2ccccc2N2CCOCC2)c1	1.1
COc1ccccc1NC(=S)NNC(=O)c1cc(C)nn1C	1.2
O=[N+]([O-])c1nn(-c2ccc(Cl)cc2)n(O)c1=NCc1ccncc1	-0.2
Cc1cccn2c(NC(=O)c3cccs3)c(-c3ccccc3)nc12	6.9
O=C(Cn1c(-c2cscn2)nc2ccccc21)Nc1cc(F)ccc1F	-0.9
CC1=C(C)N(C)[C@H](c2ccccc2Br)[C@H](O)C1=O	-1.2
CCn1c(SCc2nc(-c3ccccc3)no2)nnc1-c1ccco1	-1.2
Cc1ccccc1OCCC(=O)OCC(=O)Nc1c(F)cccc1F	-4.5
CCCCCCN1CC(O)=C(c2ccccc2)C1=N	-4.9
COc1cccc(N/C=C(\C#N)c2ccc(OCCCF)cc2)c1	3.4
CCCCn1c(N)c(N(CCOC)C(=O)c2ccc3c(c2)C(=O)N(c2ccccc2Cl)C3=O)c(=O)[nH]c1=O	3.9
Cc1ccc(N2CC3=C(C2=O)C(c2ccccc2)NC(=O)N3C)cc1 (configuration not stated)	5.1
CC(C)CCNc1nnnc2c1sc1nc(N3CCOCC3)c3c(c12)CC(C)(C)SC3	0.9
CC(C)(C)NC(=O)c1cnn(-c2ccccc2)c1NC(=O)c1ccccc1	-1.0
O=C(c1ccco1)N1CCN(C(=O)C2Cc3ccccc3CN2S(=O)(=O)c2ccc(F)cc2)CC1 (configuration not stated)	3.2
O=C(CN1C(=O)c2cccc3cccc1c23)N1CCc2ccccc2C1	5.7
CN1CCN(CCCCOc2ccc(F)cc2)CC1	-1.4
COc1ccc(CCNC(=O)c2ccc3c(SCC(=O)O)c4c(nc3c2)CCCC4)cc1OC	1.7
Cc1cccc(NC(=O)NCCN2C(=O)C3C4C=CC(C4)C3C2=O)c1 (configuration not stated)	-0.8
O=C(O)c1ccccc1/C=N/NC(=O)C1CCCCC1	-1.9
O=C(CSc1nc2ccccc2c(=O)n1-c1ccc(F)cc1)NC1CC1	3.1
CCCCN(C(=O)c1c(CC)noc1C)c1c(N)n(CCC)c(=O)[nH]c1=O	0.9
CCOc1cc(Cl)c(NC(C)=O)cc1OCC	1.2
CC(CC(=O)Nc1ccc2c(c1)c(=O)n(C)n2-c1cccs1)c1ccccc1 (configuration not stated)	1.6
COc1cccc(C(=O)NCCN2C(=O)C3C4C=CC(C4)C3C2=O)c1 (configuration not stated)	-2.7
COC(=O)c1ccsc1NC(=O)c1ccc(Cl)s1	1.2
COc1ccc(N2CCN(C(=O)COC(=O)/C=C/c3ccc(C(F)(F)F)cc3)CC2)cc1	-2.9
Cc1cc(OCC(=O)OCC(=O)NC2CCCCC2C)ccc1Cl (configuration not stated)	-3.6
CCCC1(C(=O)O)NC(c2ccc(OC)cc2O)C2C(=O)N(c3ccc(OC)cc3)C(=O)C21 (configuration not stated)	-1.5
COCCNC(=O)C(c1ccc(C)o1)N(CC1CCCO1)C(=O)Cn1nnc2ccccc21 (configuration not stated)	1.6
CC(C)CC(NS(=O)(=O)c1ccccc1)C(=O)O (configuration not stated)	-1.1
CN(Cc1ccccc1)C(=O)c1[nH]cnc1C(=O)NCC(=O)OC(C)(C)C	-1.0
COc1ccc(OC)c(CN2C(=O)c3ccccc3C2c2nnnn2Cc2ccccc2)c1 (configuration not stated)	-3.1

Four successive records out of the list so far:
Structure	TbREL1 primary
COc1cccc(C(=O)NCCN2C(=O)C3C4C=CC(C4)C3C2=O)c1 (configuration not stated)	-2.7
COC(=O)c1ccsc1NC(=O)c1ccc(Cl)s1	1.2
COc1ccc(N2CCN(C(=O)COC(=O)/C=C/c3ccc(C(F)(F)F)cc3)CC2)cc1	-2.9
Cc1cc(OCC(=O)OCC(=O)NC2CCCCC2C)ccc1Cl (configuration not stated)	-3.6

Later entries.
Structure	TbREL1 primary
O=C(Nc1ccccc1N(C(=O)c1ccco1)S(=O)(=O)c1cccs1)c1ccco1	-3.6
COC(=O)C1=C(C(=O)OC)[C@@H]2N(C)c3ccc(OC)cc3[C@@]23C[C@@H](C(=O)OC)N(C(=O)COCc2ccccc2)C3=N1	-5.7
CCCn1c(C)nc2c(c1=O)c1nc3ccccc3nc1n2-c1ccccc1	-0.3
O=C(NCCCn1ccnc1)c1ccc(S(=O)(=O)Nc2ccccc2)cc1	3.5
C/C(=N/NS(=O)(=O)c1ccc(C)cc1)c1c(O)c2ccccc2oc1=O	-0.3
CCOc1cc(NC(=S)Nc2cccc(OC)c2)c(OCC)cc1NC(=O)C(C)C	-2.8
CC(C)(C)OC(=O)N1CCC(CNC(=O)c2ccccc2)CC1	-2.2
CCN(C(=O)CSc1nnc2c3ccccc3n(CC)c2n1)C1CCS(=O)(=O)C1 (configuration not stated)	-4.4
CC(=O)Nc1ccc(S(=O)(=O)N(C)CC(=O)NCCOc2ccccc2)cc1	0.9
COc1ccc(NC(=O)CN2CCN(c3nc(-c4cccc(OC)c4)cs3)CC2)cc1	1.7
CC(=O)c1ccc(-c2nnc(CCC(=O)N(C)Cc3c(C)nc4ccccn34)o2)s1	-0.9
O=C(NCc1ccco1)c1ccccc1Br	5.2
CCN(C(=O)COC(=O)CNC(=O)c1ccc(C)cc1)c1c(N)n(Cc2ccccc2)c(=O)[nH]c1=O	-0.5
COc1cc(OC)c(NS(=O)(=O)c2coc(C(N)=O)c2)cc1Cl	-3.6
CN(C)CC(C)(C)CNS(=O)(=O)CC12CCC(CC1=O)C2(C)C (configuration not stated)	0.0
CNC(C)C(=O)NC(C(=O)N1CCCC1C(=O)NNc1ccccc1)C(C)C (configuration not stated)	4.4
CCOC(=O)C1CCCN(c2cc(C)nc3cc(-c4ccc(F)cc4)nn23)C1 (configuration not stated)	-0.8
COc1ccc(-c2sccc2C(C)C(=O)O)cc1 (configuration not stated)	0.1
CCOC(=O)C1=C(c2ccccc2)NC(=O)NC1c1ccc(OCC#N)c(OC)c1 (configuration not stated)	-1.9
COc1ccc(S(=O)(=O)N(CC(=O)Nc2ccccc2C(=O)N2CCOCC2)c2ccc(F)cc2)cc1	-1.6
CS(=O)(=O)Nc1ccc(C(=O)NCCC2=CCCCC2)cc1	4.6
Cc1cc(Br)ccc1NC(=O)CN(C)C(=O)C1CCN(c2ncnc3sc(C)c(C)c23)CC1	4.9
CCOc1c2ccc(C(=O)NCc3ccc(C(F)(F)F)cc3C(F)(F)F)cc2nn1C	-0.2
CCn1nnc(C(=O)O)c1C(=O)O	0.2
Cc1cccc(NC(=O)CSCC(=O)Nc2ccc(S(=O)(=O)N3CCCC3)cc2)c1	2.2
CCOc1ccc(CC(=O)OCc2cc(=O)n3cc(Br)ccc3n2)cc1	-1.2
CCOc1ccc(NC(=O)CN(C)C(=O)CSc2ccccc2)cc1OCC	-3.6

These rows are one share of the data, so the mix of outcomes need not match the whole.
